Pol eta inh: inhibitors of human DNA polymerase eta; 1.2% of 390,000 active; recombinant Pol eta, fluorescent DNA replication assay; Potency, µM (top dose mostly 114 µM), without a hit: at the highest dose activity change, negative = inhibition, most hits filed as inhibitors; note: % is set by controls: 0 for no effect and ±100 for the full control effect
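Pol eta at 10 nM preincubated with compounds 15 min at room temperature; reaction started with fluorescent substrate (50 nM final) and read kinetically at 0 and 10 min.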
POLI inh: DNA polymerase iota (human) inhibition. Pol iota fluorescent replication assay, 10 min. Potency, µM (doses to about 115 µM), for inactives: at the top dose activity, negative = inhibition, hits mostly inhibitors. Q9UNA4. 1% of 390,000 active. AID 588590
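Pol iota at 10 nM preincubated 15 min with compounds at room temperature; reaction started with fluorescent substrate, 50 nM final. Fluorescence read kinetically at 0 and 10 min; buffer-only wells as negative control.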
Pol kappa inh: DNA polymerase kappa (human) inhibition; purified Pol kappa, fluorescent DNA synthesis assay, 10 min; Potency, µM (doses to about 107 µM), for the others: at the highest dose activity, negative = inhibition, usual class: inhibitors; 0.53% of 400,000 active; note: % is set by controls: 0 for no effect and ±100 for the full control effect
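10 nM Pol kappa preincubated 15 min at room temperature with compounds, then reaction started with substrate at 50 nM final. Fluorescence read kinetically at 0 and 10 min; buffer-only wells served as negative control.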
APE1 inh: blocks human APE1 abasic DNA cleavage. P27695. recombinant APE1, TAMRA/BHQ-2 abasic DNA cleavage fluorescence. Potency, µM (top dose mostly 65.8 µM), for inactives: top-dose activity change, negative = inhibition, hits mostly inhibitors. 0.35% of 350,000 active. AID 2517;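 note: plate controls were vehicle for no effect and reference inhibitor for full effect; nearly all actives have a fitted effect of over 55% in size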
Target sequence (P27695 whole entry, looked up): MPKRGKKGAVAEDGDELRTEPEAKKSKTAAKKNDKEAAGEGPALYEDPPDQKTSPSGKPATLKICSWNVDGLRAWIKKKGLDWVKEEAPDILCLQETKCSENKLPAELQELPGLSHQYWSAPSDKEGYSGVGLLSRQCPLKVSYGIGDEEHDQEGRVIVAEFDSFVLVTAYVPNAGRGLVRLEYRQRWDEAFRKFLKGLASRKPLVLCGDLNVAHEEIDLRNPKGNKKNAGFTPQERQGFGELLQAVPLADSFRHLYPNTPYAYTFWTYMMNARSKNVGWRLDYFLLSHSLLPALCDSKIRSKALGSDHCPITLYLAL
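Enzyme (0.75 nM final) and test compound are incubated 15 min at room temperature before adding 50 nM quenched THF abasic-site duplex. Cleavage dequenches TAMRA, followed at 525/598 nm over three reads one minute apart.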
Pol beta inh: inhibitors of human DNA polymerase beta | P06746 | 1.3% of 340,000 active | Pol beta primer extension/strand displacement, fluorescence kinetic | AID 485314 | Potency, µM (titrated, usually from 114 µM), for the others: top-dose activity change, negative = inhibition, most hits filed as inhibitors; note: % is set by controls: 0 for no effect and ±100 for the full control effect
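Human Pol beta at 10 nM; strand-displacement substrate 50 nM final. Compound exposure 15 min at room temperature before start, reaction 10 min at room temperature.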
BLM inh: inhibitors of human Bloom syndrome helicase BLM. P54132. recombinant BLM DNA unwinding, fluorescence dequenching. Potency, µM (top dose mostly 56.1 µM), for inactives: at the top dose activity change, negative = inhibition, most hits filed as inhibitors. 0.2% of 350,000 active. AID 2528;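 note: plate controls were vehicle for no effect and no enzyme for full effect; nearly all actives have a fitted effect of over 35% in size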
G9a inh: blocks human histone lysine methyltransferase G9a. Q96KQ7. G9a H3K9 monomethylation, AlphaScreen, 2 h. Potency, µM (doses to about 102 µM), for the others: top-dose activity, negative = inhibition, actives largely listed as inhibitors. 8.8% of 350,000 active. AID 504332; note: % is set by controls: 0 for no effect and ±100 for the full control effect; nearly all actives have a fitted effect of over 75% in size
Target sequence (Q96KQ7 913-1193 limits assumed): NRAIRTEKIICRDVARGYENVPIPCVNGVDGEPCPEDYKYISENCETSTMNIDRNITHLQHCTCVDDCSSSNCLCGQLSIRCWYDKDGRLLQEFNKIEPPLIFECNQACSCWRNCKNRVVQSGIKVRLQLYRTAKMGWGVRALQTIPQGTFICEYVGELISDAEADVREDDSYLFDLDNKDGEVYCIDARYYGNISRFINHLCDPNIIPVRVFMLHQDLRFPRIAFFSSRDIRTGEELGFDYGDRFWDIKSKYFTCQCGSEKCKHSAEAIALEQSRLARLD
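AlphaScreen detection with an anti-monomethyl H3K9 antibody quantified product after a 2 h room-temperature reaction containing 500 nM biotinylated H3K9 peptide, 20 µM SAM and 20 nM enzyme, which had been preincubated 15 min with compound.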
BAZ2B block: blocks human BAZ2B. Q9UIF8. Potency, µM (highest dose often 114 µM), for inactives: top-dose activity change, negative = inhibition, most hits filed as inhibitors. 4.4% of 360,000 active. AlphaScreen BAZ2B-H3K14Ac peptide displacement; note: % is set by controls: 0 for no effect and ±100 for the full control effect; nearly all actives have a fitted effect of over 60% in size
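Inhibition is scored as reduced AlphaScreen emission. The BAZ2B/b-H3(5-23)K14Ac complex (50 nM each) in PBS pH 7.4, 0.01% Tween-20 meets compound (up to 110 uM) for 30 min at RT before bead addition.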
Apoferritin bind: candidate novel general anesthetic via apoferritin binding | apoferritin/1-aminoanthracene competitive binding, fluorescence | Potency, µM (series often up to 77.5 µM), for the others: top-dose activity change, negative = displacement, usual class: inhibitors | 0.074% of 350,000 active; note: % is set by controls: 0 for no effect and ±100 for the full control effect; nearly all actives have a fitted effect of over 20% in size
Target sequence (P02791 2-175 limits assumed): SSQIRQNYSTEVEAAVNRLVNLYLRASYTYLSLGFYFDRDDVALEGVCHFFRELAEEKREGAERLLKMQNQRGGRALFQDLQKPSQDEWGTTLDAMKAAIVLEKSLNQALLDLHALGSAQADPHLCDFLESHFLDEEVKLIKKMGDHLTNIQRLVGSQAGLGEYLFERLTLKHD
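Read-out: endpoint 1-AMA fluorescence, excitation 380 nm and emission 535 nm, after compounds sit 10 min at room temperature with 10 uM horse-spleen apoferritin in 50% saturated 1-AMA/PBS. Values come from four-parameter Hill fits.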
Active calls of the source: *; ? = inconclusive; . = not tested or not shown; & = joins results of further samples; [ ] = dose if it differs, or a comment. Calls come from the whole dose curve; as a rule, active = well fitted curve in the direction sought with a large enough effect; inconclusive = small, poorly fitted or top-dose-only effect, or another doubt; inactive = no such curve, though single readings can be large; an effect the other way counts as inactive or inconclusive. Potency is the fitted concentration of half-maximal effect. Some of the compounds tested; count on the stated rates, not on these rows.

A first look, two compounds:
Pol eta inh	POLI inh	Pol kappa inh	APE1 inh	Pol beta inh	BLM inh	G9a inh	BAZ2B block	Apoferritin bind	SMILES
-12%	-29%[58.9 µM]	-25%	1%	0%	-10%	?	10%	?	Cc1cccc(C)c1NC(=O)c1sccc1SCc1cccc(C(F)(F)F)c1
-26%	0%	-14%	51%[activator]	.	.	13%[12.7 µM]	-33%	.	Cn1c(SCc2cccc([N+](=O)[O-])c2)nc2ccccc2c1=O

Main list, repeating the preview:
Pol eta inh	POLI inh	Pol kappa inh	APE1 inh	Pol beta inh	BLM inh	G9a inh	BAZ2B block	Apoferritin bind	SMILES
-12%	-29%[58.9 µM]	-25%	1%	0%	-10%	?	10%	?	Cc1cccc(C)c1NC(=O)c1sccc1SCc1cccc(C(F)(F)F)c1
-26%	0%	-14%	51%[activator]	.	.	13%[12.7 µM]	-33%	.	Cn1c(SCc2cccc([N+](=O)[O-])c2)nc2ccccc2c1=O
-15%	36%[activator]	-3%	19%	19%	-2%	-22%	-19%	-13%	Cc1cnc(CN(C)Cc2c(C(=O)N3CCCCCCC3)nc3ccc(Cl)cn23)[nH]1
-11%	42%[activator]	-4%	8%	-1%	-1%	5%[59 µM]	3%	-11%	CCN(CC)S(=O)(=O)c1ccc(-c2nnc(SCC(=O)N3CCOCC3)o2)cc1
-3%	23%	-1%	31%	37%	-4%	3%	-29%	-9%	CC(C)(C)SC(=O)CC1NS(=O)(=O)OC2CCCCC12 (configuration not stated)
-5%	-12%[58.9 µM]	-18%	1%	-10%	-3%	-15%[59 µM]	1%	0%	CCc1nc(SCc2cc(Cl)ccc2OC)n[nH]1
-22%	?	-11%	1%	12%	-7%	?	50µM*	-14%	CC(C)(C)c1ccc(C(=O)/C(C#N)=C/c2cccs2)cc1
-17%	-19%[58.9 µM]	-1%	4%	1%	-1%	-34%[59 µM]	?	?	Nc1ccc2c(c1)COc1ccccc1O2
-16%	?	-9%	-1%	9%	28%	?	-29%	0%	CC1CCN(CCOc2ccc(Cl)c(Cl)c2)CC1
-12%	-2%	-2%	-6%	-28%	-2%	?	4%	-11%	COc1c2c(cc3oc(=O)ccc13)OC(C)(C)C=C2
-12%	72%[activator]	5%	-2%	1%	-2%	28µM*	-2%	-8%	Cc1ccc(N(CC(=O)NCCSc2ccccn2)S(C)(=O)=O)cc1
2%	3%	-3%	-1%	-12%	-4%	7.9µM*	?	?	O=C1CC(Sc2nnc(-c3ccccc3O)o2)C(=O)N1c1ccccc1 (configuration not stated)
-7%	-8%	-12%	26%	90%	15%	26%	-15%	-8%	CCC1CCCCN1CCCNC(=O)C1CCN(Cc2nc(-c3ccc(Cl)cc3)oc2C)CC1 (configuration not stated)
-25%	-11%	-23%	6%	0%	0%	-27%	-26%	1%	Cc1cc(N)n(-c2ccc(S(=O)(=O)N3CCOCC3)cc2[N+](=O)[O-])n1
-14%	-3%	6%	-5%	8%	1%	-17%	20%	-4%	COc1ccc(NC(=O)c2cc(OC)c(OC)cc2OC)c(S(=O)(=O)N2CCOCC2)c1
-13%	-20%	0%	.	-2%	-6%	8.9µM*	20µM*	?	CCOC(=O)c1sc2ccccc2c1S(=O)(=O)Nc1ccc(N(C)C)cc1
-4%	-3%	-10%	-7%	.	.	.	.	.	O=C(NNC(=O)c1ccccc1F)c1cccc(S(=O)(=O)N2CCc3ccccc32)c1
13µM*	4.5µM*	45µM*	32µM*	16µM*	-28%	?	50µM*	-13%	Cc1ccc(C(=O)Oc2ccc(C(=O)COC(=O)C3CC(=O)N(Cc4ccco4)C3)cc2)cc1 (configuration not stated)
-3%	12%	-2%	4%	.	.	4%	8%	.	O=C(CSC1=NS(=O)(=O)c2ccccc2N1)NCc1ccc(F)cc1
4%	18%	3%	2%	10%	-3%	6%[12.7 µM]	-1%	-9%	O=C(Nc1nc(-c2ccccc2)cs1)c1cccnc1
-12%	-21%	3%	-8%	7%	0%	-10%	6%	-13%	NS(=O)(=O)OCc1ccc(C(F)(F)F)cc1
-2%	65%[activator]	-3%	0%	-24%	2%	.	-11%	-15%	O=C(NC(=S)NCC1CCCO1)c1ccccc1[N+](=O)[O-] (configuration not stated)
-17%	171%[activator]	-13%	8%	-14%	-2%	?	-21%	-20%	Cc1cc(C)n(C2CC(=O)N(c3cccc(Cl)c3)C2=O)n1 (configuration not stated)
-5%	-2%	-21%	-1%	.	.	.	.	.	Cc1noc(C)c1S(=O)(=O)N(C)C[C@H]1Oc2ccc(NS(=O)(=O)c3ccccc3)cc2C(=O)N([C@H](C)CO)C[C@@H]1C
-15%	12%	-3%	2%	3%	-5%	-15%[59 µM]	8%	-13%	CCSC1=N/C(=C\c2cccc(F)c2)C(=O)S1
-13%	2%	-2%	-2%	18%	-8%	-5%[59 µM]	1%	-1%	Cc1ccc2c(COC(=O)CNC(=O)c3ccccc3)cc(=O)oc2c1
5%	-16%	-8%	20%	7%	1%	-8%	-3%	-14%	O=C(O)c1ccc(CNS(=O)(=O)c2ccc(Oc3ccccc3Cl)cc2)cc1
-19%	99%[activator]	-6%	-3%	3%	-6%	?	?	-12%	Cc1[nH]c2ccc(F)cc2c1CCNC(=O)C1CCCCC1C(=O)OCC(F)(F)F (configuration not stated)
-2%	8%	-9%	-2%	3%	-7%	?	?	-12%	COC(=O)N/N=C/c1cc(C)n(-c2ccc(F)cc2)c1C
4%	-6%	9%	6%	.	.	11%[12.7 µM]	2%	.	O=C(Nc1cc(-c2nc3ncccc3o2)ccc1Cl)c1ccc2c(c1)OCO2

Already shown: entries from further up.
Pol eta inh	POLI inh	Pol kappa inh	APE1 inh	Pol beta inh	BLM inh	G9a inh	BAZ2B block	Apoferritin bind	SMILES
-25%	-11%	-23%	6%	0%	0%	-27%	-26%	1%	Cc1cc(N)n(-c2ccc(S(=O)(=O)N3CCOCC3)cc2[N+](=O)[O-])n1
-14%	-3%	6%	-5%	8%	1%	-17%	20%	-4%	COc1ccc(NC(=O)c2cc(OC)c(OC)cc2OC)c(S(=O)(=O)N2CCOCC2)c1
-13%	-20%	0%	.	-2%	-6%	8.9µM*	20µM*	?	CCOC(=O)c1sc2ccccc2c1S(=O)(=O)Nc1ccc(N(C)C)cc1
-4%	-3%	-10%	-7%	.	.	.	.	.	O=C(NNC(=O)c1ccccc1F)c1cccc(S(=O)(=O)N2CCc3ccccc32)c1
13µM*	4.5µM*	45µM*	32µM*	16µM*	-28%	?	50µM*	-13%	Cc1ccc(C(=O)Oc2ccc(C(=O)COC(=O)C3CC(=O)N(Cc4ccco4)C3)cc2)cc1 (configuration not stated)
-3%	12%	-2%	4%	.	.	4%	8%	.	O=C(CSC1=NS(=O)(=O)c2ccccc2N1)NCc1ccc(F)cc1
4%	18%	3%	2%	10%	-3%	6%[12.7 µM]	-1%	-9%	O=C(Nc1nc(-c2ccccc2)cs1)c1cccnc1
-12%	-21%	3%	-8%	7%	0%	-10%	6%	-13%	NS(=O)(=O)OCc1ccc(C(F)(F)F)cc1
-2%	65%[activator]	-3%	0%	-24%	2%	.	-11%	-15%	O=C(NC(=S)NCC1CCCO1)c1ccccc1[N+](=O)[O-] (configuration not stated)
-17%	171%[activator]	-13%	8%	-14%	-2%	?	-21%	-20%	Cc1cc(C)n(C2CC(=O)N(c3cccc(Cl)c3)C2=O)n1 (configuration not stated)
-5%	-2%	-21%	-1%	.	.	.	.	.	Cc1noc(C)c1S(=O)(=O)N(C)C[C@H]1Oc2ccc(NS(=O)(=O)c3ccccc3)cc2C(=O)N([C@H](C)CO)C[C@@H]1C
-15%	12%	-3%	2%	3%	-5%	-15%[59 µM]	8%	-13%	CCSC1=N/C(=C\c2cccc(F)c2)C(=O)S1
-13%	2%	-2%	-2%	18%	-8%	-5%[59 µM]	1%	-1%	Cc1ccc2c(COC(=O)CNC(=O)c3ccccc3)cc(=O)oc2c1
5%	-16%	-8%	20%	7%	1%	-8%	-3%	-14%	O=C(O)c1ccc(CNS(=O)(=O)c2ccc(Oc3ccccc3Cl)cc2)cc1

More records:
Pol eta inh	POLI inh	Pol kappa inh	APE1 inh	Pol beta inh	BLM inh	G9a inh	BAZ2B block	Apoferritin bind	SMILES
-5%&-14%	20%&9%	-3%&-16%	13%	6%&-13%	-2%&0%	11%	-5%&-15%	-17%&-2%	O=C(NCCc1ccc(Cl)cc1)c1ccc(CS(=O)Cc2ccccc2Cl)o1 (configuration not stated)
-7%	8%	0%	0%	0%	-1%	-2%[59 µM]	-3%	?	O=C(CSCc1ccc([N+](=O)[O-])cc1)NN=C1CCCCCC1
-4%	0%	4%	.	16%	-4%	22%[59 µM]	74%[activator]	624%[activator]	COc1ccccc1NC(=O)c1sc2nc(C)c(C(=O)Nc3ccc(C)cc3C)c(-c3ccccc3Cl)c2c1N
?	-7%	-26%	.	6.3µM*	-13%	?	?	-5%	Cn1c(=O)n(-c2ccc3c(c2)OCO3)c2nc(-c3ccccc3)nc(C(N)=O)c21
.	27%	-4%	.	-1%	-6%	11%[59 µM]	36%	-7%	CCOC(=O)C1CCN(C(=O)c2ccc(-n3ccc4ccccc43)s2)CC1
-6%	11%	-18%	-11%	15%	-1%	-11%	1%	-9%	CC(C)COP(=O)(OCC(C)C)C(O)c1ccc2c(c1)OCO2 (configuration not stated)
-14%	8%	-8%	1%	-3%	-2%	49%[59 µM]	79%[activator]	-1%	COc1ccccc1OCCOCCOc1ccccc1Cl
-12%	0%	12%	18%	10%	-11%	?	3%	-15%	O=C(Nc1ccc(Cl)cn1)c1cccc(S(=O)(=O)N2CCOCC2)c1
10%	1%	-6%	-3%	2%	-1%	?	?	-10%	CCc1ccc(CCC(=O)Nc2ccccc2C(=O)O)o1
-3%	9%	-15%	18%	.	.	-30%[59 µM]	-7%	.	CCN(C(=O)CSc1nnc(-c2ccc(OC(F)F)cc2)n1N)C1CCS(=O)(=O)C1 (configuration not stated)
?	-30%	-30%	-7%	-9%	-8%	-46%[59 µM]	?	?	CC(Oc1ccc(Cl)cc1Cl)C(=O)NC1=NN(c2ccccc2)C(=O)C1 (configuration not stated)
3%	24%	-10%	0%	-5%	1%	?	-28%	17%	CN(C)c1nc(C(=O)O)nc(N2CCOCC2)n1
-12%	4%	4%	4%	1%	-3%	13%[59 µM]	1%	5%	O=C(Nc1cccnc1)/C(N=Nc1ccc(Cl)c(C(F)(F)F)c1)=C(\O)c1ccccc1
